IEC-6 tox = kills IEC-6 intestinal cells in KLF5 counter-screen | IEC-6 cytotoxicity, luminescence viability | inhibition, % at 5 µM | 290,000 tested, 0.78% active; in the data active = inhibition above about 22%;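 also: 0% = plate median of test compound wells and 100% = cytotoxic reference compound wells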
TRPC6 inh = inhibitors of mouse TRPC6 channel. 310,000 tested, 1.1% active. B-score at 10 µM. Q61143. HEK293-TRPC6, membrane potential dye, ACh-evoked depolarization; stronger effect = lower value;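 active = B-score under library mean minus 3 SD, initial fluorescence not abnormally high, positive integrated signal ratio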;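 also: B-score derived from integrated fluorescence ratio over the kinetic read; more negative B-score means stronger inhibition of depolarization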
SKKanGAS inh = SKKanGAS growth inhibition. S. pyogenes SKKanGAS, kanamycin growth, BacTiter-Glo, 6 h. inhibition, % at 7.5 µM. 300,000 tested, 1.3% active;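 active = mean replicate score, as percent of positive control median, at least 50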;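 also: strain carries kanamycin resistance gene driven by streptokinase promoter and grows in 40 µg/ml kanamycin; loss of luminescence reflects streptokinase promoter inhibition or plain growth inhibition; 0% = median of DMSO wells and 100% = positive control at its reference dose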
TRPC4 block = blocks the mouse TRPC4 cation channel; Q9QUQ5; HEK293 TRPC4beta/mu-opioid, DAMGO-evoked Fluo4 calcium flux; stronger effect = lower value; B-score at 10 µM; 300,000 tested, 0.39% active;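 active = B-score over 3 SD under the library average, no early fluorescence shift, positive overall ratio signal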
Target sequence (Q9QUQ5 whole entry, looked up): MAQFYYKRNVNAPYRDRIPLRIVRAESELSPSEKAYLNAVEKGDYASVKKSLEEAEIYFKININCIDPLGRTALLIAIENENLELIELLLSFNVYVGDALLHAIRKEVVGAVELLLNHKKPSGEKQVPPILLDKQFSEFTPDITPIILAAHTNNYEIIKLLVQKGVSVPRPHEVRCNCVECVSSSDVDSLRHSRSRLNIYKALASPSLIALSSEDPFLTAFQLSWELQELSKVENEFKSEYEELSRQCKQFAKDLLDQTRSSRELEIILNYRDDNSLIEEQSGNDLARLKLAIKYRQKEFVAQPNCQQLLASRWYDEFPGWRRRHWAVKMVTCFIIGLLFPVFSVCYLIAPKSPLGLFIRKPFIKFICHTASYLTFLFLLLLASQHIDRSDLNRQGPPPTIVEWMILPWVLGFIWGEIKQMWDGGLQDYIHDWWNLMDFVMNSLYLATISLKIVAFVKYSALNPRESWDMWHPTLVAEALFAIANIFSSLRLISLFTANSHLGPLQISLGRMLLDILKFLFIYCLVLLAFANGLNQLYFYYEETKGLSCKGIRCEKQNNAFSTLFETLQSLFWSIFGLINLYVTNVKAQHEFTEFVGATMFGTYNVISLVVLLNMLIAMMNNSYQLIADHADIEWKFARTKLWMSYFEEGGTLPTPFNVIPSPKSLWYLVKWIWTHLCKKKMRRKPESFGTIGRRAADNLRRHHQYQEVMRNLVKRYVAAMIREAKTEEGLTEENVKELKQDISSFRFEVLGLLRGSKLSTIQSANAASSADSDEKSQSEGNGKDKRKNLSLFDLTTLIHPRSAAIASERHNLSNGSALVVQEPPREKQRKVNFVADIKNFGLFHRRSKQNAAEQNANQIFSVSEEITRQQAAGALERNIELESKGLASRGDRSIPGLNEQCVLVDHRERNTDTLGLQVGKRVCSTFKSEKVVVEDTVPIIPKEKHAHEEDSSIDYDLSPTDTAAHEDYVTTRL
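Signal: kinetic Fluo4 fluorescence imaging of calcium influx. Material: stable TRPC4beta/mu-opioid receptor HEK293 cells. Probe or stimulus: DAMGO in two steps, submaximal then maximal.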
TRPC4 act = TRPC4 (mouse) channel activation. Q9QUQ5. HEK293 TRPC4beta/mu-opioid, Fluo4 calcium fluorescence; stronger effect = higher value. B-score at 10 µM. 310,000 tested, 0.49% active;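 active = B-score above 5 SD of library B-scores, and initial fluorescence ratio not above library mean plus 5 SD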;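 also: positive B-score marks a calcium rise read as TRPC4 activation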
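Assay system – TRPC4beta and mu-opioid receptor HEK293 stable cells · Measured by – Fluo4 fluorescence, kinetic · Schedule – dye loading 45 min room temperature, 110 s kinetic read · Read-out – B-scored integrated calcium fluorescence ratio · Controls – buffer and maximal DAMGO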
TRPC6 act = activates the mouse TRPC6 cation channel. B-score at 10 µM. 310,000 tested, 0.13% active. HEK293-TRPC6 membrane potential dye fluorescence; stronger effect = higher value. AID 2550;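 active = B-score of the integrated fluorescence ratio above library mean plus 3 SD, and starting fluorescence ratio within library mean plus 5 SD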;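 also: higher score means more depolarization so channel activation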
HIF activator = HIF pathway transcriptional activation | 300,000 tested, 0.32% active | U2OS HRE-luciferase reporter, luminescence; normalized: DMSO 0%, desferrioxamine 100% | activation, % at 7.5 µM (by protocol);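 active = mean activation of at least 10% of the iron chelator positive control signal, with at least half of replicates also reaching 10%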
MrgX1 antag = antagonists of human MrgX1 receptor; MRGX1-HEK293 calcium flux, Fluo-4, BAM8-22 antagonism; stronger effect = lower value; AID 588676; B-score at 10 µM; 310,000 tested, 1.3% active;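 active = calcium-response B-score plate-corrected more than 3 library SD below zero, starting fluorescence within 5 deviations, no agonist response on first addition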;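 also: peak minus trough fluorescence over baseline after final BAM8-22 challenge near maximal dose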
KLF5 inhibitor = suppresses KLF5 promoter-driven expression; DLD-1 KLF5 promoter-luciferase reporter, luminescence; inhibition, % at 5 µM; 290,000 tested, 0.23% active;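 active = inhibition above a per-plate limit of that plate's mean compound inhibition plus 3 SD, cut at about 60% in these data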;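 also: 0% = DMSO wells and 100% = LY294002 at 200 µM; higher means less KLF5 promoter-driven luciferase light; inactives centre near -14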
aSyn UTR inh = MLPCN primary screen, SNCA 5' untranslated region; inhibition, % (tested at 7.5 µM); 300,000 tested, 0.82% active; AID 1813; alpha-synuclein 5'UTR reporter, inhibitor activity; in the data active = inhibition above about 60%;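 also: H4 neuroglioblastoma cells stably carrying SNCA 5'UTR luciferase fusion; 0% = DMSO wells and 100% = positive control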
TRPC4 PAM = allosterically enhances the mouse TRPC4 cation channel | AID 2227 | 310,000 tested, 0.42% active | Q9QUQ5 | HEK293 TRPC4beta/mu-opioid, DAMGO EC20, Fluo-4 Ca2+ flux; stronger effect = higher value | B-score at 10 µM;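 active = B-score of calcium response area above 5 SD of library B-scores, with initial fluorescence ratio within 5 SD of library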;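 also: B-score of integrated fluorescence ratio over time as area under calcium response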
* marks the source's active call; other numbers are inactive results; i = inactive; nt = no result given.

Fields – IEC-6 tox	TRPC6 inh	SKKanGAS inh	TRPC4 block	TRPC4 act	TRPC6 act	HIF activator	MrgX1 antag	KLF5 inhibitor	aSyn UTR inh	TRPC4 PAM
O=C(Nc1cccc(C(=O)O)c1)/C(=C\c1ccco1)NC(=O)c1ccc(Br)o1
    -18	i	2	i	i	i	-0.4	i	1	8	i
COc1ccc(S(=O)(=O)NCc2ccco2)cc1-c1nnc2c3ccccc3c(C)nn12
    3	i	9	i	i	i	-0.5	i	-23	26	i
Cc1cccc(NC(=O)CSc2cccc3cccnc23)c1C
    0	i	2	i	i	i	-0.7	i	-10	3	i
Cn1nnnc1SCC(=O)N1CCN(c2cccc(Cl)c2)CC1
    5	i	2	i	i	i	0.5	i	-11	25	i
Cc1ccc(-c2cc(C(=O)N3CCN(c4ncccn4)CC3)c3cc(Br)ccc3n2)o1
    -6	i	30	i	i	i	0.0	i	-3	-10	i
CC1=C(C(=O)OC(C)(C)C)C(c2ccco2)C(C#N)=C(N)O1 (stereo unspecified)
    1	i	-1	i	i	i	-0.3	i	8	-15	i
CCOc1ccccc1OCCCC(=O)NCCc1ccc(S(N)(=O)=O)cc1
    0	i	-5	i	i	i	-0.2	i	4	16	i
CC1CCc2nn(CC(=O)Nc3c(F)cc(F)cc3Br)cc2C1 (stereo unspecified)
    nt	i	1	i	i	i	-0.4	i	nt	-1	i
Cc1ccc(NC(=O)/C=N/OCC(=O)NCc2ccccc2Cl)cc1
    -1	i	-6	i	i	i	0.0	i	-24	-8	i
CC(NC(=O)C1CCC1)c1ccc(Cl)cc1 (stereo unspecified)
    -4	i	-5	i	i	i	0.2	i	11	-21	i
CN(CC(=O)Nc1ccc(F)c(F)c1F)C(=O)C1CCN(C(=O)Nc2ccccc2)CC1
    nt	i	-3	i	i	i	-0.5	i	nt	-1	i
CCN(CC)S(=O)(=O)c1cccc2c(N(C)C)cccc12
    3	i	-2	i	i	i	-0.5	i	5	-1	i
OCCC1CN(CC#Cc2ccccc2)CCN1C1CCCC1 (stereo unspecified)
    6	i	0	i	i	i	-0.2	i	-21	-1	i
COc1cc(NC(=O)c2ccccc2F)c(OC)cc1NC(=O)CN1CCOCC1
    -8	i	1	i	i	i	4.2	i	-30	7	i
COc1ccc(OC)c(NC(=S)N2CCN(C/C=C/c3ccccc3)CC2)c1
    -11	i	0	i	i	i	0.1	i	-12	6	i
O=C(CSc1nnc(-c2ccco2)o1)c1ccccc1
    -4	i	3	i	i	i	0.2	i	-18	-43	i
COc1cc(C(=O)Nc2cccc(S(=O)(=O)N3CCCC3)c2)c([N+](=O)[O-])cc1OC
    nt	i	0	i	i	i	0.5	i	nt	12	i
C[N+]1=C2CCCCCN2C(O)(c2ccccc2)C1 (stereo unspecified)
    2	i	-13	i	i	i	0.1	i	8	0	i
COC(=O)c1sc(NC(=O)c2oc3ccccc3c2C)nc1C
    -5	i	2	nt	i	i	2.1	i	10	-142	i
COc1ccc(-c2csc(NC(=O)CN3C(=O)C4CCCCC4C3=O)n2)cc1OC (stereo unspecified)
    5	i	-2	i	i	i	-0.2	i	-12	22	i
Cc1ccc(NC(=S)N2CCCCCC2)c(C)c1
    -3	i	-2	i	i	i	1.4	i	-42	-31	i
Cc1ccc(F)c(NC(=O)C2CCCCC2C(=O)O)c1 (stereo unspecified)
    -15	i	-16	i	i	i	0.0	i	-19	-34	i
O=C(CSc1ncc(C(F)(F)F)cc1Cl)N1CCN(S(=O)(=O)c2ccccc2)CC1
    1	i	-2	i	i	i	-0.2	i	22	28	i
CCc1nnc(N2C(=O)c3ccc(Oc4ccc([N+](=O)[O-])cc4)cc3C2=O)s1
    -2	i	5	i	i	i	0.0	i	3	-22	i
Oc1ccc(/C=N/N(c2ccccc2)c2ccccc2)cc1O
    -2	i	22	i	i	i	-0.3	i	-12	9	i
CN(Cc1nccn1C)C(=O)CC1C(=O)NCCN1Cc1cccc(Oc2ccccc2)c1 (stereo unspecified)
    -1	i	4	i	i	i	0.0	-5.2*	-9	15	i
O=c1[nH]cnc(O)c1C(c1ccc([N+](=O)[O-])cc1)c1c(O)nc[nH]c1=O
    -2	i	-2	i	i	i	-0.5	i	-32	13	i
CCO/C(C)=C1\N=C(c2ccc(Cl)cc2)OC1=O
    -2	i	0	i	i	i	-0.8	i	-18	-16	i
Cc1cc(NC(=O)c2cncc(Br)c2)n(-c2ccccn2)n1
    1	i	-2	i	i	i	0.1	nt	-34	6	i
COc1c(F)c(F)c(C(=O)Nc2ccccc2N2CCN(C(C)=O)CC2)c(F)c1F
    2	i	16	i	i	i	-0.6	i	10	12	i
CCn1c(O)c(C=NCCN2CCOCC2)sc1=S
    2	i	-1	i	i	i	-0.3	i	-3	-27	i
O=C(OCCCOC(=O)c1ccccc1O)c1ccccc1O
    -2	i	34	i	i	i	-0.3	i	-20	-14	i
Cn1cc(SCC(=O)NC2CCCCC2)c2ccccc21
    0	i	0	i	i	i	-0.1	i	-15	11	i
CSc1ccc(-c2sc(Nc3cccc4ccccc34)n[n+]2-c2ccccc2)cc1
    12	i	8	i	i	i	2.4	i	-1	-143	i
CCCCn1c(NCCC)nc2c1c(=O)[nH]c(=O)n2C
    2	i	3	i	i	i	0.7	nt	-27	32	i
Cc1onc(-c2c(F)cccc2Cl)c1C(O)c1ccc(F)cc1 (stereo unspecified)
    4	i	1	i	i	i	-0.7	i	-13	10	i
COc1ccc(CNC(=O)CCn2nc(C)c3c(C)n(-c4ccccc4)nc3c2=O)c(OC)c1
    -4	i	-5	i	i	i	-0.7	i	-1	7	i
COc1ccc(C(=O)NC(=S)NCc2ccccc2)cc1
    2	i	-6	i	i	i	0.6	i	-6	1	i
COc1ccccc1CNC(=O)CSc1ccc(C(=O)Nc2ccccc2OC)cc1[N+](=O)[O-]
    0	i	10	i	i	i	-0.3	i	8	25	i
CC(=O)Nc1ccc(S(=O)(=O)N(C2=NCC(C)S2)c2ccccc2)cc1 (stereo unspecified)
    1	i	4	i	i	i	0.3	i	-24	14	i
O=C(O)CCc1ccc(-c2ccc(Cl)cc2)o1
    7	i	-8	i	i	i	0.0	i	-45	0	i
COc1ccc(C(=O)COC(=O)CCCn2c(=O)oc3ccccc32)cc1
    -1	i	4	i	i	i	-0.2	i	-14	15	i
CC1(C)CC(=O)CC(=NCC(=O)O)C1
    0	i	4	i	i	i	-0.4	i	-3	2	i
Cc1sc(NC(=O)CSc2nnnn2C(C)C)c(C#N)c1C
    3	i	1	i	i	i	-0.8	i	-17	15	i
COc1cccc(CNC(=O)Cn2cc3c(n2)CCCC3)c1
    -1	i	-3	i	i	i	0.0	i	11	-1	i
COC(=O)c1cn(NC(=O)c2cccc(N(C)C)c2)c(=O)c2ccccc12
    3	i	-7	i	i	i	0.8	i	14	23	i
CCCCNC(=O)Oc1cc(CCl)on1
    -4	i	0	i	i	i	-0.1	i	-17	3	i
O=C(Nc1cccc2ncccc12)c1cc2ccccc2o1
    3	i	-3	i	i	i	-0.1	i	-14	0	i
COc1ccc(CC2(CO)CCN(S(=O)(=O)N(C)C)CC2)cc1
    4	i	-6	i	i	i	0.0	i	11	-6	i
COc1cc(NC(=S)NC(=O)c2ccco2)ccc1NC(=O)C(C)C
    4	i	-1	i	i	i	0.4	i	-23	-15	i
COC(=O)Cn1cc(S(=O)(=O)NCc2ccc(C)cc2)c2cc([N+](=O)[O-])ccc21
    -4	i	0	i	i	i	-0.5	i	-26	2	i
CC(=O)N1c2ccccc2NC(=O)C1(C)C
    2	i	-4	i	i	i	0.1	i	-25	3	i
CC(C)(C)c1nc2ccc([N+](=O)[O-])cc2[nH]1
    4	i	-1	i	i	i	-0.1	i	-25	10	i
Cc1ccccc1-n1nc(-c2cccnc2)cc1C(=O)NN
    3	i	-7	i	i	i	0.1	i	-3	9	i
CC(C)C1CC(CCN)(Cc2ccccc2)CCO1 (stereo unspecified)
    -8	i	7	i	i	i	-0.3	i	-7	-27	i
COCCN(C(=O)c1csnn1)C(C(=O)NC(C)(C)C)c1cccc(OC)c1 (stereo unspecified)
    -2	i	-6	i	i	i	0.5	i	-26	-2	i
CC(c1ccco1)N(C(=O)c1ccccc1NS(=O)(=O)c1cccc([N+](=O)[O-])c1)c1ccccn1 (stereo unspecified)
    2	i	4	i	i	i	0.0	i	-26	-7	i
COc1cccc(/C=N/NC(=O)c2[nH]nc3c2CCc2ccccc2-3)c1O
    -9	i	79*	i	i	i	46*	i	5	76*	i
O=C(O)Cc1ccc(O)c(F)c1
    0	i	2	i	i	i	-0.5	i	-12	-5	i
O=C(Nc1ccc(S(=O)(=O)N2CCCC2)cc1)c1ccc(OCC2CCCO2)cc1 (stereo unspecified)
    8	i	6	i	i	i	-0.9	i	-15	5	i
O=C(Nc1ccc(N2CCOCC2)cc1N1CCOCC1)c1ccc([N+](=O)[O-])cc1
    -5	i	-4	i	i	i	-0.3	i	-21	-2	i
CCc1ccc(C2N3CC4([N+](=O)[O-])CN2CC([N+](=O)[O-])(C3)C4(C)C)cc1 (stereo unspecified)
    -3	i	5	i	i	i	0.4	i	-23	4	i
